# HEK293 NFkB inh: inhibitors of the PMA/ionomycin-induced NF-kB reporter in HEK293 cells. 62,000 tested, 0.21% active. HEK-293 NF-kB luciferase reporter, luminescence. inhibition, % at 3 µM;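 active means inhibition above the mean of all tested compounds plus 3 SD, cut at about 40% in these data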;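 further: 0% = stimulated DMSO wells and 100% = 10 µM reference inhibitor 5653914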
#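 Signal: luciferase luminescence; Material: HEK-293 cells with stable firefly luciferase reporter driven by four HIV NF-kB elements; Probe or stimulus: PMA with ionomycin; Replication: tested once; Times: 1 h compound pretreatment, then 16 h stimulation at 37 °C, 5% CO2; Benchmarks: DMSO and 10 µM reference inhibitor; Evaluation: per-plate % inhibition versus controls.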
# D1 allo mod: allosteric modulators of human D1 dopamine receptor. P21728. HEK293 D1, CRE-luciferase, dopamine EC30 potentiation; actives deviate in either direction. B-score at 10 µM. 58,000 tested, 5.9% active. AID 641;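 active means luminescence count or its row- and column-corrected plate score outside the 99.7% band of the plate's sample wells, on either side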
# S1P1 ag pot: agonists and agonism potentiators of human S1P1 receptor. P21453. S1P1 CRE-bla cells, forskolin, beta-lactamase FRET, potentiator mode; S1P1 agonist co-added at EC20, 2 nM; 100% = saturating reference agonist, 0% = basal. activation, % at 9.5 µM. 56,000 tested, 0.57% active. AID 449;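 active means activation above a cutoff set at the mean activation of all tested compounds plus 3 SD, cut at about 54% in these data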;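 further: forskolin at 4 µM as EC80 and the EC20 agonist is SEW2871; 100% = SEW2871 at its EC100 plus forskolin at EC80; some compounds past the cut are filed as inactive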
# Target sequence (P21453 whole entry, looked up): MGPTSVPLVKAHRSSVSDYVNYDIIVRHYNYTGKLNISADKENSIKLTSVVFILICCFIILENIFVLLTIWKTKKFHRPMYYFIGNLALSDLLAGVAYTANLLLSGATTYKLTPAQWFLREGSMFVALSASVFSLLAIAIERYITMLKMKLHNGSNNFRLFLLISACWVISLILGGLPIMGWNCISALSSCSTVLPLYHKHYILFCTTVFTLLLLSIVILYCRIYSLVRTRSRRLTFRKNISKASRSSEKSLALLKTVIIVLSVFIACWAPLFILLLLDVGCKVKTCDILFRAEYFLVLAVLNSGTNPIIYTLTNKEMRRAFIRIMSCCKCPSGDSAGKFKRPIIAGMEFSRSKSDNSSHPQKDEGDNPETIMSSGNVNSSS
# S1P3 ag: activates the human S1P3 receptor; Q99500; activation, % at 4.5 µM; S1P3 NFAT-BLA reporter cells, agonism, FRET ratio; relative to 1 µM S1P, basal subtracted; 60,000 tested, 0.1% active;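 active means activation above the screen-wide mean plus 3 SD, cut at about 4.5% in these data, passing the limit was not always enough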; further: some compounds called inactive have numbers as strong as hits
#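 Measure – % activation relative to 1 µM S1P (100%), per plate · System – stable CHO line with human S1P3, Gα16, NFAT-BLA reporter · Timing – cells plated overnight, compound 4 h 37 °C, substrate 2 h RT · Technique – fluorescent BLA substrate, ex 405 nm, em 460/535 nm ratio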
# 5HT1E ag: 5-HT1E (human) receptor agonism | P28566 | CHO 5-HT1E Ga15 NFAT-bla reporter, FRET; 0% DMSO wells, 100% control agonist wells | activation, % at 6 µM | 65,000 tested, 0.69% active;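 active means activation above a set limit, the screen-wide mean activation plus 3 SD, cut at about 8.5% in these data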;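 further: 100% = positive control agonist at 1 µM giving full maximal response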
# Target sequence (P28566 whole entry, looked up): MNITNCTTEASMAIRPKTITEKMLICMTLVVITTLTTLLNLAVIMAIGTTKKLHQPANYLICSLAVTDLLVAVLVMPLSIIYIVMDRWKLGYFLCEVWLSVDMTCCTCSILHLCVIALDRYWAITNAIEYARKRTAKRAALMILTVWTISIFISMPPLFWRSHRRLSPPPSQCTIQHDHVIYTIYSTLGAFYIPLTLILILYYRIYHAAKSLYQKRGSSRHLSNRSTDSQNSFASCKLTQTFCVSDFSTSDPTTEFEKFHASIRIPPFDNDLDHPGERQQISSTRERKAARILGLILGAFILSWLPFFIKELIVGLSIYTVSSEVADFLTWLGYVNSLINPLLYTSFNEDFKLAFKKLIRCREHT
# 5HT1a ag: activates the human 5-HT1a serotonin receptor; P08908; CHO 5-HT1a Ga15 NFAT-bla reporter, FRET ratio; 0% basal, 100% maximal reference agonist; activation, % at 10 µM; 65,000 tested, 0.56% active;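 active means activation above the screen-wide mean activation plus 3 SD, cut at about 19% in these data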;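 further: 0% = DMSO wells and 100% = 5-CT at EC100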
# 5-HT1A blocker: 5-HT1a (human) receptor antagonism; inhibition, % at 10 µM; 62,000 tested, 0.68% active; P08908; CHO 5-HT1a Ga15 NFAT-bla reporter, antagonist mode;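 active means inhibition above the mean of all tested compounds plus 3 SD, cut at about 43% in these data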;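 further: receptor stimulated by 5-CT agonist at 100 nM near EC80; beta-lactamase reporter measured by ratiometric fluorescence of a cleavable substrate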
# 5HT1E antag: blocks the human 5-HT1E serotonin receptor; P28566; CHO 5-HT1E Ga15 NFAT-bla reporter, FRET, antagonist; inhibition, % at 6 µM; 65,000 tested, 0.99% active;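 active means inhibition above a set limit, the mean inhibition across every tested compound plus 3 SD, cut at about 29% in these data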;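 further: signal is the 460 over 535 nm emission ratio of beta-lactamase substrate; 0% = agonist plus DMSO wells and 100% = wells without agonist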
# Jurkat viability: reduces viability or proliferation of Jurkat cells. Jurkat E6.1 viability, ATP luminescence, 48 h. inhibition, % at 4 µM. AID 463. 56,000 tested, 1.2% active;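 active means inhibition above the mean inhibition of all tested compounds plus 3 SD, cut at about 28% in these data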
# * marks the source's active call; other numbers are inactive results; · = no result given.
# Order of results: HEK293 NFkB inh, D1 allo mod, S1P1 ag pot, S1P3 ag, 5HT1E ag, 5HT1a ag, 5-HT1A blocker, 5HT1E antag, Jurkat viability
Cc1ccc(N(Cc2cc(=O)[nH]c3ccccc23)C(=O)c2ccco2)cc1
    18, 2.6, 23, -0.9, 0.5, -1.8, 20, 9, 5
COc1ccc2nc3sc(C(=O)N4CCN(C)CC4)cc3cc2c1
    5, -0.026, -22, -0.8, 25*, 0.5, -9, 1, 4
CCn1c(SCC(=O)Nc2cccc(NC(C)=O)c2)nnc1C(C)C
    18, -0.36, ·, ·, 0.0, 0.2, 11, 2, ·
CC(C)NC(=O)CN(c1cccc(Br)c1)S(C)(=O)=O
    6, -0.34, -7, 0.2, 0.7, -1.1, -10, 5, -1
CCCCc1nccn1CCn1ccnc1CCCC
    1, -0.44, 12, -0.4, -0.1, 0.8, 5, 10, 5
FC(F)C(F)(F)C1=CC(c2ccccc2)=NCCN1
    -9, -2, -10, 0.2, 0.1, -2.9, -1, -3, -5
COC(=O)CSC1=C(C#N)C(c2ccccc2OC)C(C(=O)OC)C(=O)N1 (stereo not drawn)
    18, 0.9, -10, -1.3, -0.5, -3.2, 8, 10, 5
CCCc1c(C(=O)OCC)[nH]c2c1C(=O)CCC2
    18, 0.64, -19, -1.3, 0.0, -0.7, -15, 0, 3
Cc1cc(C)cc(CC2CC(=O)N(c3ccc4c(c3)OCCO4)C2=O)c1 (stereo not drawn)
    23, 0.19, 3, -1.5, 0.1, -1.6, 6, -2, -1
CCCn1nc(C(=O)NCc2ccccn2)c2ccccc2c1=O
    -7, 1.1, -29, -0.4, -0.8, -2.8, 4, 1, -7
O=C(O)c1ccc(CN(c2ccccn2)S(=O)(=O)c2ccccc2)cc1
    6, -1, -9, -0.2, 0.8, -3.9, -16, -2, 0
CCOC(=O)C1(CC)NC(c2cccc(F)c2)C2C(=O)N(CC)C(=O)C21 (stereo not drawn)
    5, -0.24, -10, 0.7, -1.1, -2.3, -6, -6, 0
O=C(c1cccc(F)c1)N1CCN(c2cccc(C(F)(F)F)c2)CC1
    4, -0.031, ·, -0.1, 0.8, 0.6, 4, -6, -4
COc1cc(C2c3c(-c4ccccc4)n[nH]c3C(=O)N2c2ccccc2)ccc1O (stereo not drawn)
    9, 3.8, 0, -0.7, 1.8, 3.6, -1, 6, 0
C=CCn1c(COc2cccc3ccc(C)nc23)nnc1SCC(=O)OC
    4, -0.45, 8, -0.9, 0.3, 0.0, 11, 8, 4
COc1ccccc1CN(CC(=O)NCC1CCCO1)C(=O)CNS(=O)(=O)c1ccc(C)cc1 (stereo not drawn)
    6, -0.091, -8, 0.5, -0.5, 1.8, -4, -1, -4
Cc1cc(C)n2cc(CSc3nc4cc(Cl)ccc4o3)nc2n1
    21, 2.1, -12, -1.0, 0.7, -3.8, -2, 11, 0
O=C(CSCc1nc2ccccc2[nH]1)N1CCN(c2ccc(F)cc2)CC1
    13, -2.5, 14, -1.0, 0.3, -0.5, 4, -1, 24
Nn1c(SCc2nc3ccccn3c2Br)nnc1-c1cccnc1
    7, 0.02, 11, 0.7, 0.3, -1.6, 0, 7, 8
CC(=O)NC1(c2ccccc2)CCN(c2nc(C)cc(C)n2)CC1
    9, 3.5*, 0, 0.0, 1.1, -2.9, 4, -4, -8
O=C(C1CCN(S(=O)(=O)N2CCC3(CC2)OCCO3)CC1)N1CCC(Cc2ccccc2)CC1
    21, 1, 10, 0.7, -0.1, 1.3, 0, -12, 8
CCN(C1CCCCC1)S(=O)(=O)c1ccc(S(=O)(=O)NCCc2ccncc2)cc1
    14, -0.11, 2, 0.9, -0.2, 0.5, -16, 10, -1
Cc1ccc(C(=O)Nc2c3c(nn2C(C)(C)C)CS(=O)(=O)C3)cc1C
    6, -2.9*, ·, ·, 0.1, 2.9, -1, -10, ·
O=C(COc1cccc(-n2cnnn2)c1)NCCC1=CCCCC1
    16, 1.4, 2, -0.3, -0.8, -1.7, -2, 5, -2
CN(C)S(=O)(=O)Nc1ccc(Oc2ccccc2)cc1
    -4, -0.033, -6, -0.7, 0.7, -1.5, -6, 0, 4
CN(CCc1ccccn1)Cc1ccc(Cl)cc1
    17, -1.6, 14, -0.4, 0.5, 0.0, 6, -2, 0
Cc1ccc(-n2c(SCC(=O)N3CCCC3)nc3c(c2=O)SCC3)cc1
    12, -0.42, ·, ·, -2.6, 0.0, -1, 7, ·
Cc1nc2ccccc2nc1N1CCC(C)CC1
    3, ·, ·, -1.3, -0.6, 1.4, -13, 1, -2
Brc1ccc(-c2nnc3n2-c2ccccc2CC3)cc1
    1, 3.9*, 6, 0.6, -0.1, -0.5, 0, -3, -6
CCOC(=O)c1cc2nc(Nc3ccc(OC)cc3)sc2s1
    7, -0.4, ·, 0.5, 5.6, 18, -7, -9, 10

# Part of the list above, with each value named:
CCCc1c(C(=O)OCC)[nH]c2c1C(=O)CCC2
  HEK293 NFkB inh = 18; D1 allo mod = 0.64; S1P1 ag pot = -19; S1P3 ag = -1.3; 5HT1E ag = 0.0; 5HT1a ag = -0.7; 5-HT1A blocker = -15; 5HT1E antag = 0; Jurkat viability = 3

Cc1cc(C)cc(CC2CC(=O)N(c3ccc4c(c3)OCCO4)C2=O)c1 (stereo not drawn)
  HEK293 NFkB inh = 23; D1 allo mod = 0.19; S1P1 ag pot = 3; S1P3 ag = -1.5; 5HT1E ag = 0.1; 5HT1a ag = -1.6; 5-HT1A blocker = 6; 5HT1E antag = -2; Jurkat viability = -1

CCCn1nc(C(=O)NCc2ccccn2)c2ccccc2c1=O
  HEK293 NFkB inh = -7; D1 allo mod = 1.1; S1P1 ag pot = -29; S1P3 ag = -0.4; 5HT1E ag = -0.8; 5HT1a ag = -2.8; 5-HT1A blocker = 4; 5HT1E antag = 1; Jurkat viability = -7

O=C(O)c1ccc(CN(c2ccccn2)S(=O)(=O)c2ccccc2)cc1
  HEK293 NFkB inh = 6; D1 allo mod = -1; S1P1 ag pot = -9; S1P3 ag = -0.2; 5HT1E ag = 0.8; 5HT1a ag = -3.9; 5-HT1A blocker = -16; 5HT1E antag = -2; Jurkat viability = 0

# Other entries follow:
# Order of results: HEK293 NFkB inh, D1 allo mod, S1P1 ag pot, S1P3 ag, 5HT1E ag, 5HT1a ag, 5-HT1A blocker, 5HT1E antag, Jurkat viability
CN(C)C(=O)COc1ccc2ccc(=O)oc2c1
    2, -0.42, -18, 0.0, -1.0, -1.9, 12, 4, -2
O=C(NCc1cccc(Cl)c1)c1ccco1
    -6, -0.38, -14, -0.8, -1.9, -0.8, 16, 5, 12
C=CCn1c(COc2ccccc2F)nnc1SCC(=O)NC(=O)NCc1ccco1
    -4, -0.47, 14, -0.4, -1.4, -3.4, 9, 10, 10
COc1ccc(CCn2c(SCC(=O)Nc3cc(C)on3)nc3ccsc3c2=O)cc1OC
    13, -0.44, ·, ·, 1.0, 0.0, 9, 3, ·
CCN(CC)CCCNC(=O)c1cn(C)c2ccc(S(=O)(=O)N(C)C)cc2c1=O
    10, 0.083, -14, -0.8, 0.6, -2.0, -4, 5, -4
CN1C(=O)NC2C1N(S(C)(=O)=O)CCN2S(C)(=O)=O (stereo not drawn)
    10, 0.17, -28, -2.3, -0.3, -2.7, -6, 3, 2
CCCC(c1nnnn1CC1CCCO1)N1CCN(c2cc(Cl)ccc2C)CC1 (stereo not drawn)
    12, -0.63, 15, -1.1, 4.8, 0.7, 33, 3, 3
CSc1nsc(SCc2ccc(F)cc2)n1
    18, 0.78, 26, -0.4, 0.9, -1.1, 11, 11, 6
CC1CCN(S(=O)(=O)c2ccc(Br)s2)CC1
    14, -0.2, ·, -2.0, -1.3, -4.2, 8, 21, 11
Cc1c(C#N)sc2nc(-c3ccccc3)nc(N3CCCC3)c12
    11, -0.29, -10, -1.9, 1.1, -2.2, 9, -9, -1
C[C@]12C=CC(=O)C=C1CC[C@@H]1[C@@H]2[C@@H](O)C[C@@]2(C)[C@H]1CC[C@]2(O)C(=O)COC(=O)CCC(=O)O
    ·, -0.75, -13, -1.4, 0.3, -0.7, ·, 9, ·
COc1ccccc1NC(=O)CN(Cc1ccco1)C(=O)c1ccc(-n2nc(C)cc2C)cc1
    12, -1.1, 16, 0.0, 0.2, -1.3, -12, -5, -1

# Looked up above:
# 5HT1E antag result of COc1ccccc1NC(=O)CN(Cc1ccco1)C(=O)c1ccc(-n2nc(C)cc2C)cc1 stands at -5
# Jurkat viability result of CN1C(=O)NC2C1N(S(C)(=O)=O)CCN2S(C)(=O)=O (stereo not drawn) stands at 2

# Exported bar-delimited: entries from further up.
Compound | HEK293 NFkB inh | D1 allo mod | S1P1 ag pot | S1P3 ag | 5HT1E ag | 5HT1a ag | 5-HT1A blocker | 5HT1E antag | Jurkat viability
CC1CCN(S(=O)(=O)c2ccc(Br)s2)CC1 | 14 | -0.2 | · | -2.0 | -1.3 | -4.2 | 8 | 21 | 11
Cc1c(C#N)sc2nc(-c3ccccc3)nc(N3CCCC3)c12 | 11 | -0.29 | -10 | -1.9 | 1.1 | -2.2 | 9 | -9 | -1

# 2 of the compounds above, tab-delimited.
molecule	HEK293 NFkB inh	D1 allo mod	S1P1 ag pot	S1P3 ag	5HT1E ag	5HT1a ag	5-HT1A blocker	5HT1E antag	Jurkat viability
C[C@]12C=CC(=O)C=C1CC[C@@H]1[C@@H]2[C@@H](O)C[C@@]2(C)[C@H]1CC[C@]2(O)C(=O)COC(=O)CCC(=O)O	·	-0.75	-13	-1.4	0.3	-0.7	·	9	·
COc1ccccc1NC(=O)CN(Cc1ccco1)C(=O)c1ccc(-n2nc(C)cc2C)cc1	12	-1.1	16	0.0	0.2	-1.3	-12	-5	-1

# Screens deposited in PubChem by several laboratories.
